# High-throughput results (PubChem)
# BAZ2B block – blocks human BAZ2B; AlphaScreen BAZ2B-H3K14Ac peptide displacement; hit rate 4.4% among 360,000; Q9UIF8; Potency, µM (series often up to 114 µM), without a hit: at the top dose activity change, negative = inhibition, actives largely listed as inhibitors; note: potency is the fitted concentration of half-maximal effect; % is set by controls: 0 for no effect and ±100 for the full control effect; nearly all actives have a fitted effect of over 60% in size
#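 Protein-peptide AlphaScreen: BAZ2B 50 nM, b-H3K14Ac 50 nM, 1x PBS pH 7.4 + 0.01% Tween-20. Preincubation 30 min RT; cpd 30 min RT (top 110 uM); beads 20 min RT, light-protected.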
# Tb PGK inh – blocks T. brucei phosphoglycerate kinase | P07378 | PGK/GAPDH coupled, Kinase-Glo luminescence, 60 min | Potency, µM (top dose mostly 57.5 µM), for inactives: top-dose activity change, negative = inhibition, usual class: inhibitors | hit rate 0.043% among 380,000 | AID 602233; note: potency is the fitted concentration of half-maximal effect; % is set by controls: 0 for no effect and ±100 for the full control effect; nearly all actives have a fitted effect of over 60% in size
#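 Recombinant glycosomal PGK reaction used 1,3-bisphosphoglycerate generated in-well by GAPDH (100nM final) in 100mM TEA pH 7.6, 5mM MgCl2, 0.01% Tween-20. After 60 minutes at room temperature, ATP was read by Kinase-Glo Plus luminescence end-point.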
# HP1b chromo inh – HP1-beta chromodomain-methylated histone interaction inhibition; P83916; AlphaScreen HP1-beta / biotin-H3K9me3 peptide binding; Potency, µM (series often up to 114 µM), for the others: top-dose activity change, negative = inhibition, hits mostly inhibitors; hit rate 0.56% among 390,000; AID 540317; note: potency is the fitted concentration of half-maximal effect; nearly all actives have a fitted effect of over 70% in size; inactives centre near 23
#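 AlphaScreen: HP1-beta (50 nM) preformed 30 min with biotin-H3(1-18)K9me3 peptide (50 nM) in PBS pH 7.4, 0.01% Tween-20. Compound added for 30 min at RT, then streptavidin donor/nickel chelate acceptor beads (10 ug/mL) for 30 min.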
# JMJD2A Tudor – JMJD2A Tudor domain (human) inhibition; AlphaScreen JMJD2A-Tudor / H3K4me3 peptide binding; Potency, µM (doses to about 114 µM), inactives show at the highest dose activity change, negative = inhibition, usual class: inhibitors; hit rate 4.4% among 390,000; AID 504339; note: potency is the fitted concentration of half-maximal effect; % is set by controls: 0 for no effect and ±100 for the full control effect; nearly all actives have a fitted effect of over 50% in size
# Target sequence (O75164 whole entry, looked up, the tested form may be a part): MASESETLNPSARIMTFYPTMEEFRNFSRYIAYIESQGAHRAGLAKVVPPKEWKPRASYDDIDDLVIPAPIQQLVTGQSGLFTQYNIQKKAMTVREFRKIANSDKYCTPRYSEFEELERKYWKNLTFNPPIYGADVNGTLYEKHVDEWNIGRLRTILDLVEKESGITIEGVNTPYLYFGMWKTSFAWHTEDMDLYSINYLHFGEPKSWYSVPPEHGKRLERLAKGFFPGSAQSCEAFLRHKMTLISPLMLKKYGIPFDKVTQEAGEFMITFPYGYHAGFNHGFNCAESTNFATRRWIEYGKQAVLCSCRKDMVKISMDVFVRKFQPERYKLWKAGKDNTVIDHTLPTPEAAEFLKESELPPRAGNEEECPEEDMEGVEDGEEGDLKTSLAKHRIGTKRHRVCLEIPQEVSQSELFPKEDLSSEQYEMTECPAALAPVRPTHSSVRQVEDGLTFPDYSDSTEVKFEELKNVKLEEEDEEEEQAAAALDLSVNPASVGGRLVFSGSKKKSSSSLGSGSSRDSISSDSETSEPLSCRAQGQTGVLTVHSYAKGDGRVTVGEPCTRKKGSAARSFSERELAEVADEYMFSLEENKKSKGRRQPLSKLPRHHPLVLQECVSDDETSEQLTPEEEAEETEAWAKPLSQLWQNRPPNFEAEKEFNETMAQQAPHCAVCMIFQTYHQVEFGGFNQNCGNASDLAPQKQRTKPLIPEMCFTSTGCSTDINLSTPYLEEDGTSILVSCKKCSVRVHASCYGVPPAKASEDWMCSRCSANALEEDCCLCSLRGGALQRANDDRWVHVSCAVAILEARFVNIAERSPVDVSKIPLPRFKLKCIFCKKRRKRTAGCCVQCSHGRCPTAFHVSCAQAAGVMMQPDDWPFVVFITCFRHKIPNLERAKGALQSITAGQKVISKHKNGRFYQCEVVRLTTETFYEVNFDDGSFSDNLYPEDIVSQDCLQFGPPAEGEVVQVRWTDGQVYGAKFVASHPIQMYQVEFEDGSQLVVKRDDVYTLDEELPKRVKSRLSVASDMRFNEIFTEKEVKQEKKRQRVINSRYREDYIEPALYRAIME
# G9a block – inhibitors of human histone lysine methyltransferase G9a | Potency, µM (highest dose often 102 µM), for the others: at the highest dose activity, negative = inhibition, usual class: inhibitors | hit rate 8.8% among 350,000 | Q96KQ7 | G9a H3K9 monomethylation, AlphaScreen, 2 h; note: potency is the fitted concentration of half-maximal effect; % is set by controls: 0 for no effect and ±100 for the full control effect; nearly all actives have a fitted effect of over 75% in size
#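 Step 1: enzyme (final 20 nM) with compound, 15 min RT. Step 2: substrate peptide 500 nM and SAM 20 uM, 2 h RT. Step 3: anti-H3K9me1 antibody and AlphaScreen beads, 10 min, then plate read.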
# Pin1 inh – blocks the human prolyl isomerase Pin1; Q13526; AID 504891; Potency, µM (series often up to 115 µM), for the others: at the highest dose activity, negative = inhibition, hits mostly inhibitors; hit rate 0.009% among 390,000; Pin1 FP peptide displacement, HiFluor488, 10 min; active = well fitted inhibition curve with a large enough effect in the polarisation, with a control signal flat, not every such curve was filed as active; inconclusive = small, poorly fitted or top-dose-only effect, or effect the other way, or a change in a side signal; inactive = no such curve, though single readings can be large or run the other way; the % refers to the polarisation; note: potency is the fitted concentration of half-maximal effect; % is set by controls: 0 for no effect and ±100 for the full control effect
# GLS inhibitor – inhibitors of human glutaminase (GLS); GLS enzymatic activity, qHTS titration; Potency, µM (doses to about 45.5 µM), for the others: top-dose activity change, negative = inhibition, hits mostly inhibitors; hit rate 0.21% among 410,000; AID 624170; note: potency is the fitted concentration of half-maximal effect; % is set by controls: 0 for no effect and ±100 for the full control effect
#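 Glutamate formation by hKGA was monitored fluorometrically using coupled glutamate oxidase, HRP and Amplex Red. Substrate was added as 1 mM L-glutamine solution; incubation was 30 min at RT after an initial read.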
# ERG Ets-DNA blk – ERG Ets/DNA interaction inhibition. hit rate 0.028% among 370,000. fluorescence polarization, His-ERG Ets domain / labelled DNA. P11308. AID 624246. Potency, µM (doses to about 76.9 µM), without a hit: top-dose FP activity, negative = inhibition, usual class: inhibitors; active = well fitted inhibition curve with a large enough effect in the polarisation, with a control signal flat; inconclusive = small, poorly fitted or top-dose-only effect, or effect the other way, or a change in a side signal; inactive = no such curve, though single readings can be large or run the other way; the % refers to the polarisation;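 note: polarization taken with two DNA probes labelled with fluorescein and Texas red; potency is the fitted concentration of half-maximal effect; % of control where 0% means no effect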
#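 His-tagged ERG Ets domain (1 uM in the protein solution; 300mM KCl, 50mM Tris-HCl, 1mM EDTA, 1mM DTT, pH 7.5) received compound, then a probe mix of 5 nM fluorescein-DNA and 100nM Texas-615-DNA. Fluorescence polarization was read for both dyes.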
# PI4K2A inh – blocks human PI4K2A kinase activity; purified PI4K2A, ADP-Glo luminescence, 1 h; hits give low values; activity change, negative = inhibition, % at 76.9 µM; hit rate 0.13% among 420,000; in the data active = activity change below about -50%; inconclusive = mostly about -30% to -49%;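 note: -100% = wells without enzyme as full effect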
#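 In this quantitative HTS, ADP production by PI4K2A was quantified luminescently after 1 h at ambient temperature; 100 microM adenosine served as plate-quality control.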
# Numbers without * were called inactive; i = inactive; ? = inconclusive; . = no result given; & = joins results of further samples; [ ] = another dose, or the depositor's remark. Unless noted, calls come from the whole dose curve; as a rule, active = well fitted curve in the direction sought with a large enough effect; inconclusive = small, poorly fitted or top-dose-only effect, or another doubt; inactive = no such curve, though single readings can be large; an effect the other way counts as inactive or inconclusive.
SMILES,BAZ2B block,Tb PGK inh,HP1b chromo inh,JMJD2A Tudor,G9a block,Pin1 inh,GLS inhibitor,ERG Ets-DNA blk,PI4K2A inh
COc1ccc(CN2CCNC(=O)C2CC(=O)NCC2CCOCC2)c(C)c1C (stereo unspecified),1%,-9%,38%,2%,84%[activator],-3%,0%,-3%,1
O=C(CN(C(=O)CCC(=O)Nc1ccccn1)C1CCCC1)NCc1ccccc1,3%,0%,24%,-4%,15%,0%,-13%,-3%,0
CCCCN(C)C(=S)Nc1ccc2nc(N3CCN(CC)CC3)cc(C)c2c1,-29%,-7%,14%,-7%[11.4 µM],45µM*,-6%,12%,6%,4
CCCC[C@H]1COCCS(=O)(=O)N1Cc1ccc(F)cc1,10%,i,69%[activator],5%,-13%,-2%,-7%,2%,-5
CCOc1ccc(NC2=C(Cl)C(=O)N(C3CCCCC3)C2=O)cc1,-23%,-2%,-12%,?,?,-1%,1%,13%,4
N#C/C(=C(O)\C=C\c1ccccc1)c1nc2ccccc2[nH]1,-5%,-10%,32%[activator],-30%,10%,35%[activator],4%,2%,-2
Cc1ccc(SCC(=O)Nc2cccc(S(=O)(=O)N3CCOCC3)c2)cc1C,13%,-1%,7%,2%,-7%[12.7 µM],4%,-3%,-153%,6
Nc1nc(-c2cccnc2)nc(N2CCCCC2)n1,1%,-4%,47%[activator],7%,5%,-3%,0%,-10%,-5
COc1cc(NC(=O)COC(=O)c2cc(S(=O)(=O)N3CCOCC3)ccc2F)cc(OC)c1,.,-6%,-5%,-19%,.,-3%,6%,12%,3
CSCCC(C(=O)N(C)CC(=O)Nc1cccc(F)c1)N1C(=O)c2ccccc2C1=O (stereo unspecified),5%,5%,27%,-9%,-8%[12.7 µM],7%,0%,0%,3
O=C(CSc1nnc2c(n1)[nH]c1ccc(S(=O)(=O)N3CCOCC3)cc12)Nc1ccccc1Cl,-12%,-9%,36%,-25%,8%,?,1%,-2%,6
O=C(O)c1ccc(Nc2nc(-c3cc4ccccc4oc3=O)cs2)cc1O,28µM*,?,32µM*,32µM*,40µM*,.,-4%,15%,7
Cc1ccc(CNC(=O)Cc2nc3nc(C)cc(C)n3n2)cc1,11%,-11%,40%[activator],5%,24%[59 µM],2%,-1%,-9%,4
O=S(=O)(Nc1ccccn1)c1ccc(C(F)(F)F)cc1Cl,-8%,-4%,13%,-2%,4%,-4%,0%,-22%,0
CCOc1ccc(NC(=O)CN2CCC(n3cnc4cc(F)ccc43)CC2)cc1,-22%,1%,29%,-15%,?,-5%,-7%,2%,-4
COc1cccc(/C=N/NC(=O)CNC(=O)CCc2ccccc2)c1O,7%,-11%,27%,-14%,.,-1%,10%,-1%,-4
CSc1nccc(Oc2cccc(C#N)c2)n1,-4%,-1%,38%[activator],-1%,-12%[59 µM],-6%,-2%,9%,1
CCOC(=O)c1cc2oc(C(c3nnnn3C3CCCCC3)N3CCOCC3)cc2[nH]1 (stereo unspecified),?,-5%,-23%,?,6%[59 µM],0%,2%,-6%,2
COc1ccc(C(C[N+](=O)[O-])c2c(-c3ccccc3)cc3ccccn23)c(OC)c1 (stereo unspecified),79µM*,i,0%,?,10µM*,4%,-5%,7%,6
Cc1nnsc1C(=O)NC(=O)Nc1ccc(F)c(Cl)c1,-13%,i,6%,-9%,-3%,-14%,6%,6%,0
O=C(NCc1ccco1)C(c1ccccc1)N(Cc1ccccc1)C(=O)Cn1nnc2ccccc21 (stereo unspecified),-2%,i,50%[activator],-30%,14%[59 µM],-3%,-3%,7%,0
C=CCNC(=O)/C(=C/c1cn(-c2ccccc2)nc1-c1cccc([N+](=O)[O-])c1)NC(=O)c1ccccc1,8%,4%,9%,-12%,?,0%,4%,-7%,5
CCN(CC)C(=O)CCS(=O)(=O)c1cccc2nonc12,-11%,6%,12%,-5%,-2%,-1%,1%,-5%,2
Cc1ccc(Cl)cc1NC(=O)NCc1cccnc1,-1%,-9%,32%,7%,.,0%,-16%,-16%,7
Cc1ccc(C)c(NC(=O)CCn2nc(C)cc2C)c1,5%,5%,15%,-5%,-4%[12.7 µM],-3%,15%,-3%,7

# Pulled by structure from the entries so far (6):
SMILES,BAZ2B block,Tb PGK inh,HP1b chromo inh,JMJD2A Tudor,G9a block,Pin1 inh,GLS inhibitor,ERG Ets-DNA blk,PI4K2A inh
O=C(NCc1ccco1)C(c1ccccc1)N(Cc1ccccc1)C(=O)Cn1nnc2ccccc21 (stereo unspecified),-2%,i,50%[activator],-30%,14%[59 µM],-3%,-3%,7%,0
COc1ccc(C(C[N+](=O)[O-])c2c(-c3ccccc3)cc3ccccn23)c(OC)c1 (stereo unspecified),79µM*,i,0%,?,10µM*,4%,-5%,7%,6
COc1cccc(/C=N/NC(=O)CNC(=O)CCc2ccccc2)c1O,7%,-11%,27%,-14%,.,-1%,10%,-1%,-4
Cc1ccc(Cl)cc1NC(=O)NCc1cccnc1,-1%,-9%,32%,7%,.,0%,-16%,-16%,7
CCCCN(C)C(=S)Nc1ccc2nc(N3CCN(CC)CC3)cc(C)c2c1,-29%,-7%,14%,-7%[11.4 µM],45µM*,-6%,12%,6%,4
O=C(CSc1nnc2c(n1)[nH]c1ccc(S(=O)(=O)N3CCOCC3)cc12)Nc1ccccc1Cl,-12%,-9%,36%,-25%,8%,?,1%,-2%,6

# Next records:
SMILES,BAZ2B block,Tb PGK inh,HP1b chromo inh,JMJD2A Tudor,G9a block,Pin1 inh,GLS inhibitor,ERG Ets-DNA blk,PI4K2A inh
CSCCC(C(=O)Nc1ccc2c(c1)OCO2)N1C(=O)c2ccccc2C1=O (stereo unspecified),-28%,0%,-12%,-20%,4%[12.7 µM],-2%,6%,-4%,-5
CC(C)CCNC(=O)NC(=O)CSc1ncccn1,.,9%,44%[activator],4%,6%,0%,-1%,2%,0
O=C(NCc1cccc(C(F)(F)F)c1)C1CC(c2ccccc2F)=NO1 (stereo unspecified),.,-9%,58%[activator],-5%,.,-1%,-2%,-1%,-2
COC(=O)Cc1[nH]c(=O)[nH]c1C(=O)OC,-2%,8%,20%,33%,-25%,?,-1%,-2%,1
NC(=O)C1CCN(Cc2nc(-c3ccccc3)no2)CC1,4%,-6%,30%,-19%,-11%,0%,-4%,-10%,6
CN(C)S(=O)(=O)N1CCc2ccc(NC(=O)c3ccc(C(F)(F)F)cc3)cc2C1,-5%,i,21%,-12%,.,-4%,-13%,8%,6
Cc1cccc(N(Cc2ccccc2)C(=O)CN2C(=O)NC3(CCCC3)C2=O)c1,7%,-14%,15%,-20%,-4%[12.7 µM],6%,11%,-12%,-7
O=C1NC(N2CCOCC2)=N/C1=C/c1ccc2c(c1)OCO2,5%,-3%,21%,-4%,19%,6%,-15%,-5%,-7
CN(C)CCNC(=O)/C(=C/c1ccc(-c2ccc(Cl)cc2Cl)o1)NC(=O)c1ccccc1,-16%,-3%,-13%,?,?,9%,13%,1%,-2
c1cc2c(cc1CNc1ccc(N3CCOCC3)cc1)OCO2,.,-10%,?,50µM*,.,0%,-1%,.,-13
COc1ccc(-c2nc3scc(CCNS(=O)(=O)c4ccc(C)cc4)n3n2)cc1,-9%,i,15%,-6%,5%[59 µM],?,8%,-3%,0
Cc1ccc(-c2cc3ncc4c(n3n2)-c2cc(F)ccc2OC4)cc1,-4%,0%,25%,9%,-15%[59 µM],1%,9%,7%,9
Nc1scn[n+]1Cc1cccc2cccnc12,1%,-10%,43%[activator],3%,-20%[59 µM],5%,0%,-10%,8
CC1(C)CSC(=S)N1S(=O)(=O)c1ccccc1,-27%,.,13%,-4%,-20%,2%,-1%,-9%,4
CCOc1ccc(CN2C(=O)c3ccccc3Sc3ccc(C(=O)NCCCN4CCOCC4)cc32)cc1,79µM*,1%&-1%,-4%&13%,-33%,-37%[59 µM],8%&9%,2%&-6%,-1%&1%,-2&-3
Cc1c(O)ccc(C(=O)CN2CCN(c3ccccc3)CC2)c1O,?,-9%,87%[activator],2%,45µM*,0%,36%[activator],5%,-3
CCN(CC)c1ccc(CN2CCCCCC2)cc1,?,1%,-23%,?,-15%[0.501 µM],6%,39%[activator],-12%,6
CC1Cc2cc(/C(O)=C3\C(=O)C(=O)N(Cc4ccncc4)C3c3ccccc3F)ccc2O1 (stereo unspecified),-12%,5%,14%,-13%,7%[0.0925 µM],-12%,12%,3%,0
Cc1nc2ccccc2n1CC(=O)NN,-14%,i,48%[activator],5%,10%,8%,1%,-7%,3
CC1CCCC(NC(=O)c2cccc(S(=O)(=O)NCc3ccccc3)c2)C1C (stereo unspecified),-6%,i,21%,-17%,-1%[59 µM],-1%,-3%,14%,-5
CCOC(=O)c1cn(Cc2c(C)c(C)c(C)c(C)c2C)nn1,6%,-5%,17%,-13%,-10%[59 µM],0%,12%,-2%,5
COc1cc(/C=N/NC(=O)c2cc(-c3ccccc3Cl)nc3ccccc23)cc(OC)c1O,.,-1%,30%,-5%,.,1%,-3%,-8%,1
CCCCCCc1c(C)c2ccc(OCC(=O)N3CCC[C@H]3C(=O)O)c(C)c2oc1=O,-7%,-11%,10%,-33%,-10%[12.7 µM],-2%,12%,11%,-3
Cc1ccc(C(=O)Nc2ncc(Cc3ccc(SC(F)F)cc3)s2)cc1,11%,i,17%,-7%,9%,8%,2%,-11%,-5
